Screens deposited in PubChem BioAssay by several laboratories.
MT1-MMP act inh = blockers of MT1-MMP proenzyme processing, primary screen, HT1080 RFP-PRO-GFP cells, GFP/RFP fluorescence. Matrix metalloproteinase-14 (Homo sapiens), P50281. actives 0.061% (n = 360,000). GFP/RFP ratio change, % at 20 µM. GFP/RFP ratio fluorescence, overnight; percent of plate control window, DMSO zero;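 active = GFP/RFP ratio change of at least 30% with cell ATP level not reduced by more than half and red fluorescence within 50% of control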; note: strong numbers were not always called active
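Assay system: RFP-PRO-GFP reporter HT1080 cells; read-out basis: GFP/RFP fluorescence ratio; benchmarks: DMSO wells and RFP-L50D-GFP cells; doses: 20 µM single dose, 1% DMSO; schedule: overnight cell settling, then overnight compound exposure, 37 °C, 5% CO2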
SKN-1 block = suppressors of acrylamide-induced Pgst-4::GFP reporter in worms, primary screen, SKN-1 inhibitor project, whole organism, uHTS, GFP/RFP fluorescence ratio, strain VP596; AID 624304, 2012; actives 0.49% (n = 360,000); inhibition, % at 21.8 µM; C. elegans VP596 Pgst-4::GFP/RFP ratio, 24 h;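 active = interference check ratio from 0.5 to 1.5 plus GFP to RFP signal ratio inhibition reaching or exceeding a fixed threshold, cut at about 30% in these data, passing the limit was not always enough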; note: some compounds called inactive have numbers as strong as hits
FAS TE block = FAS thioesterase domain inhibitors, primary screen, biochemical, fluorescence intensity, uHTS. recombinant FAS-TE, OMFH fluorogenic substrate, fluorescence endpoint. Fatty acid synthase (Homo sapiens), P49327. actives 0.67% (n = 360,000). inhibition, % at 15 µM. AID 602261, 2012;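 active = compounds whose normalised, plate-corrected inhibition of enzyme fluorescence in the single-dose primary screen is 50% or more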;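 note: 0% = DMSO with enzyme and 100% = substrate without enzyme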
MsrA inh = bovine MsrA enzyme inhibitors, primary screen, biochemical, absorbance, HTS; AID 651718, 2012; purified bovine MsrA, absorbance read-out; inhibition, % at 15.5 µM; actives 0.75% (n = 360,000); Methionine sulfoxide reductase A (Bos taurus); in the data active = inhibition above about 4.5%;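 note: 0% = vehicle wells with enzyme and 100% = reference inhibitor wells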
Rin1 Abl inh = inhibitors of Rin1-Abl protein binding, primary screen, biochemical, TR-FRET. inhibition, % at 7.35 µM. actives 0.4% (n = 360,000); in the data active = inhibition above about 5%, passing the limit was not always enough
MsrA act = bovine MsrA enzyme activators, primary screen, biochemical, absorbance, HTS; Methionine sulfoxide reductase A (Bos taurus); purified bovine MsrA, absorbance read-out; activation, % at 10.6 µM; actives 0.3% (n = 360,000); AID 602163, 2012; in the data active = activation above about 7.5%;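 note: 0% = vehicle and 100% = reference activator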
eLon inh = inhibitors of E. coli Lon protease, primary screen, biochemical, fluorescence polarization; purified E. coli Lon protease; inhibition, % at 7.94 µM; P0A9M0; actives 0.42% (n = 360,000); in the data active = inhibition above about 13%, passing the limit was not always enough;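 note: 0% = enzyme with probe and DMSO and 100% = no enzyme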
Neddyl block = inhibitors of cullin neddylation, primary screen, biochemical, TR-FRET, uHTS, NAE and Ubc12 | NEDD8-conjugating enzyme Ubc12 (Homo sapiens) + NEDD8-activating enzyme E1 regulatory … | calls only at 25 µM | actives 0.58% (n = 360,000); in the data active = inhibition above about 36%
CendR NRP1 mod = modulators of CendR peptide binding to NRP-1, primary screen, biochemical, fluorescence polarization, uHTS. Neuropilin-1 (Homo sapiens), O14786. FAM-RPARPAR peptide binding to NRP-1. inhibition, % at 25 µM. AID 602438, 2012. actives 0.85% (n = 360,000);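 active = inhibition or corrected inhibition above about 18%, plus a signal ratio from 0.5 to 1.5, limit read from the data, passing the limit was not always enough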; note: strong numbers were not always called active
The depositor's hits bear a star; i = inactive; / = not tested or not shown; + = active, no number.

SMILES | MT1-MMP act inh | SKN-1 block | FAS TE block | MsrA inh | Rin1 Abl inh | MsrA act | eLon inh | Neddyl block | CendR NRP1 mod
COc1ccc2c(c1)c1nc3ccccc3nc1n2CCn1c(=O)oc2ccccc21 | -20 | 3 | -2 | 1.3 | -1 | -9 | -8 | i | -21
[O-][n+]1cccc2cccc(O)c21 | 1 | 14 | -5 | 1.2 | 4 | -4 | -10 | i | 3
Cc1ccc(CNC(=O)c2ccc3c(c2)NC(=O)CS3)cc1 | 0 | 4 | 0 | 2.0 | 1 | -3 | 1 | i | -1
CCC(=NCCN1CCNCC1)C1=C(O)CC(C)(C)CC1=O | 1 | 5 | -11 | 0.0 | 1 | -3 | 2 | i | -12
COc1ccccc1/C=C/C=N/NC(=O)CCn1nnc2ccccc21 | -3 | 13 | 9 | 3.3 | 4 | -4 | 5 | i | 10
Cc1nn(C)cc1C(N)=O | 1 | 4 | -9 | -0.7 | 1 | -2 | -6 | i | -6
O=C1NC(c2cccs2)Nc2ccccc21 (stereo not drawn) | -5 | 1 | -1 | 2.1 | 0 | -4 | -6 | i | 6
Cc1ccc(C(=O)NCCNC(=O)c2cccnc2)cc1 | -2 | 10 | -6 | -0.7 | 1 | 0 | 0 | i | -8
O=C(Nc1nnc(-c2ccncc2)s1)C1CCCO1 (stereo not drawn) | -1 | -17 | -6 | 0.2 | 3 | -9 | -5 | / | 6
CCC(C)(O)c1[nH]c2ccc(C(F)(F)F)cc2c1C (stereo not drawn) | 0 | 24 | 9 | 1.8 | 3 | -6 | -7 | i | -12
Cc1n[nH]c(=O)c2c(NC(=O)CSc3nnnn3-c3ccccc3)oc(C)c12 | 6 | -13 | -3 | 0.5 | 0 | -7 | 1 | i | -4
COc1ccccc1OCC(=O)N/N=C1/SCC(=O)N1Cc1ccccc1 | -5 | -12 | -10 | -0.5 | -4 | -3 | -9 | i | 7
CCOc1ccc(OCCSc2nc3ccccc3n2CC(=O)O)cc1 | -1 | -6 | 2 | -0.7 | 3 | -1 | -4 | i | 0
COc1ccc(NS(=O)(=O)c2ccc(OCC(=O)N3CCOCC3)cc2)cc1 | 2 | 4 | -4 | 0.9 | -1 | -4 | -8 | i | 9
Cc1ccc(S(=O)(=O)N2CCOCC2)cc1NC(=O)C1CC(=O)N(c2ccc3c(c2)OCCO3)C1 (stereo not drawn) | 0 | -1 | 1 | 2.5 | -1 | -3 | 2 | i | 0
CCc1ccccc1NC(=O)C1CCCN1C(=O)Nc1ccc(C)cc1 (stereo not drawn) | -3 | 4 | -6 | -0.5 | 3 | -2 | 10 | i | 8
COc1ccc(Cc2nnc(-c3ccc(F)cc3)o2)cc1OC | 6 | -8 | -2 | -0.4 | 2 | 1 | -4 | i | 2
Nc1nc(N)nc(-c2ccccc2O)n1 | -7 | 2 | -3 | 0.5 | 2 | -6 | 7 | i | 3
Cc1ccc(C2=NN(C(=O)CCC(=O)O)C(c3cccs3)C2)cc1 (stereo not drawn) | 1 | 10 | -5 | 0.5 | 2 | -2 | 1 | i | 10
CCNC(=O)C(=O)NCC1OCCCN1S(=O)(=O)c1cccs1 (stereo not drawn) | 0 | 3 | -9 | -0.8 | 3 | -5 | 0 | i | -10
O=C(NCCc1ccc(F)cc1)Nc1ccc2c(c1)OCO2 | -4 | -8 | 3 | -2.0 | 1 | -3 | -1 | i | 9
COc1ccc(C(=O)Nc2c(-c3cccs3)c(=O)c3ccccc3n2C)cc1 | -10 | 2 | 4 | 1.4 | -2 | -5 | -5 | i | -5
CCOc1ccccc1NC(=O)C1CCCN(C(=O)NCc2ccccc2)C1 (stereo not drawn) | -3 | -16 | -7 | -1.4 | 5 | -3 | -12 | i | -10
COc1cccc(OC)c1C(=O)NC(=S)NNC(=O)[C@H]1C[C@@H]1c1ccccc1 | 2 | 9 | -6 | -0.4 | 3 | -2 | 3 | + | -9
O=C(Nc1ccccc1O)c1cc(S(=O)(=O)N2CCOCC2)ccc1Cl | 3 | 3 | -12 | / | 2 | -6 | 0 | i | -11
SMILES | MT1-MMP act inh | SKN-1 block | FAS TE block | MsrA inh | Rin1 Abl inh | MsrA act | eLon inh | Neddyl block | CendR NRP1 mod
COc1cc(CNc2ccc(N3CCOCC3)cc2)ccc1OCC(=O)NC(C)(C)C | 1 | 13 | -3 | 1.4 | -4 | -4 | 11 | i | 12
O=S1(=O)CC(N2CC=CC2)CN1Cc1cn(Cc2cccc(Cl)c2)nn1 (stereo not drawn) | 4 | 3 | -11 | 0.7 | / | -4 | -2 | i | 10
COCCCNC(=S)NCCNc1nc2cc(C)c(C)cc2cc1C#N | 5 | 3 | -2 | 0.3 | -3 | -1 | -6 | / | -4
O=C(O)COCC(=O)N1CCN(c2cc(C(F)(F)F)nc3ccccc23)CC1 | 1 | 2 | -6 | 0.6 | 1 | -4 | -2 | i | 5
CCOC(=O)N1CCN(C(=O)CN(c2ccc(Oc3ccccc3)cc2)S(C)(=O)=O)CC1 | 2 | 2 | 1 | 1.4 | -1 | -2 | 7 | i | 2
CC(C)CC(c1nnnn1CCc1ccccc1)N1CCN(C(=O)c2ccco2)CC1 (stereo not drawn) | -4 | 10 | 2 | 0.1 | -1 | -1 | -2 | i | 9
O=C(C1=C[C@H](c2ccc3c(c2)OCO3)C[C@H](OCc2ccc(CO)cc2)O1)N1CCCCCCC1 | 13 | -1 | 0 | -0.4 | 0 | -9 | 2 | i | 3
CC(C)(C)NC(=O)c1cccc(NC(=O)c2ccc(NC(=O)c3ccco3)cc2)c1 | 8 | 2 | -6 | 0.9 | -1 | -5 | -9 | i | 0
CC(C)(C)OC(=O)N1CCC(C(=O)NCC2CCCO2)CC1 (stereo not drawn) | 6 | 0 | -6 | 0.3 | 2 | -8 | 1 | i | 6
Cc1nn2c(NC(C)C)c3c(nc2c1-c1ccccc1)CCC3 | 0 | 1 | 27 | 1.9 | -3 | -2 | -1 | / | 18
COc1ccc(OCc2csc(N)n2)cc1 | 0 | 1 | -1 | -0.7 | -3 | -4 | -5 | i | -6
O=C(CSc1nnc2c(Cl)cc(Cl)cn12)N1CCN(c2ccc(F)cc2)CC1 | -3 | -1 | 9 | 0.4 | 0 | -4 | -9 | i | 1
CC(C)[n+]1ccn(C2=C([O-])c3ccccc3C(=O)/C2=N\S(=O)(=O)c2ccccc2)c1 | 1 | 2 | -2 | -0.8 | -11 | -2 | 5 | i | 16
O=C(CCl)Nc1ccc(-c2ccccc2)cc1 | -5 | 5 | 0 | 0.4 | 3 | -4 | -1 | i | -15
CC(C)N1CCc2c(sc(NC(=O)CCc3ccccc3)c2C(N)=O)C1 | -2 | 6 | -3 | 0.8 | -1 | -1 | 6 | i | 3
CCc1ccc(-c2nc(CS(=O)CC(=O)NC3CC3)c(C)o2)cc1 (stereo not drawn) | -1 | 7 | -3 | -0.2 | 0 | -3 | 4 | i | 8
CC(=O)c1ccc(OCC(O)CN(C)CCOc2ccc(Br)cc2)cc1 (stereo not drawn) | 2 | -5 | -1 | -0.7 | 1 | -1 | -6 | i | 9
CCOc1ccc(C(=O)Nc2ccc(NC(=O)c3ccccc3)cc2)cc1Br | -3 | 11 | 1 | -0.5 | -1 | -4 | 9 | / | -11
CCCCCCCCCCCC(=O)NC(C(=O)OCC)C(O)c1cccc([N+](=O)[O-])c1 (stereo not drawn) | -8 | 0 | 25 | -0.2 | 1 | -3 | -12 | i | 3
CC1(C(=O)NCc2ccc(Cl)cc2)CCN1C(=O)c1cccc(F)c1 (stereo not drawn) | 0 | 11 | 2 | 3.3 | -4 | -1 | 0 | i | 2
CCOc1ccc(N=Cc2c(O)n(-c3cccc(C)n3)c(=O)c3ccccc23)cc1 | 6 | 17 | 24 | 0.8 | -2 | 0 | 0 | i | -6
O=C(NCc1ccccc1)c1cc[n+](Cc2ccccc2)cc1 | / | 16 | -3 | 0.9 | -3 | -2 | -2 | i | -5
CCOC(=O)c1c(-c2cccc([N+](=O)[O-])c2)csc1NC(=O)C1CCCCC1 | -6 | 18 | 27 | 0.0 | -1 | -1 | 1 | i | 7
COc1cccc(NC(=O)CN(C)C(=O)c2cccc(S(=O)(=O)Nc3ccccc3OC)c2)c1 | -1 | -24 | -6 | -0.4 | 3 | -5 | -11 | i | 15
COc1ccc(CNC(=O)COC(=O)c2cccn2C)cc1 | 3 | -3 | 2 | 0.4 | 0 | -12 | 35 | i | -5

Part of the list above in order of molar mass, descending.
SMILES | MT1-MMP act inh | SKN-1 block | FAS TE block | MsrA inh | Rin1 Abl inh | MsrA act | eLon inh | Neddyl block | CendR NRP1 mod
CCOc1ccc(C(=O)Nc2ccc(NC(=O)c3ccccc3)cc2)cc1Br | -3 | 11 | 1 | -0.5 | -1 | -4 | 9 | / | -11
O=C(O)COCC(=O)N1CCN(c2cc(C(F)(F)F)nc3ccccc23)CC1 | 1 | 2 | -6 | 0.6 | 1 | -4 | -2 | i | 5
COc1ccc(CNC(=O)COC(=O)c2cccn2C)cc1 | 3 | -3 | 2 | 0.4 | 0 | -12 | 35 | i | -5

Of the compounds above, these have bromine:
SMILES | MT1-MMP act inh | SKN-1 block | FAS TE block | MsrA inh | Rin1 Abl inh | MsrA act | eLon inh | Neddyl block | CendR NRP1 mod
CC(=O)c1ccc(OCC(O)CN(C)CCOc2ccc(Br)cc2)cc1 (stereo not drawn) | 2 | -5 | -1 | -0.7 | 1 | -1 | -6 | i | 9
CCOc1ccc(C(=O)Nc2ccc(NC(=O)c3ccccc3)cc2)cc1Br | -3 | 11 | 1 | -0.5 | -1 | -4 | 9 | / | -11

Later entries:
SMILES | MT1-MMP act inh | SKN-1 block | FAS TE block | MsrA inh | Rin1 Abl inh | MsrA act | eLon inh | Neddyl block | CendR NRP1 mod
O=C(COC(=O)CN1C(=O)C2CCCCC2C1=O)NC1CCS(=O)(=O)C1 (stereo not drawn) | -4 | 11 | -8 | -0.7 | -2 | -5 | -1 | i | -14
N#CCCN(Cc1cccs1)C(=O)Nc1ccccc1 | -1 | 2 | -4 | -0.1 | 2 | -3 | 7 | i | -6
CC1CC(C)CN(CCCNC(=O)CN2C(=O)COc3ccc(S(=O)(=O)N4CCOCC4)cc32)C1 (stereo not drawn) | 2 | 7 | 7 | -1.5 | 5 | 3 | 4 | i | 9
CC(=O)Nc1ccc(NC(=O)CN2C(=O)COc3ccc(S(=O)(=O)N4CCCCC4)cc32)cc1 | 0 | 13 | -5 | 0.8 | 3 | -4 | -4 | i | 8
CCCCN(C)C(=O)CCC(=O)Nc1ccc2nc(N3CCN(C)CC3)cc(C)c2c1 | 1 | -11 | -2 | 2.8 | -2 | -6 | 5 | + | 0
Nc1[nH]n(-c2ccccc2)c(=O)c1N=Nc1ccccc1 | 7 | -7 | 16 | 2.2 | -6 | -4 | -9 | i | 2
CC(=O)Nc1ccc(NC(=O)C(C)n2nc(C)c([N+](=O)[O-])c2C)cc1 (stereo not drawn) | 2 | -2 | -4 | -1.2 | -6 | -2 | 10 | i | 8
CCC1CCCCN1C(=O)c1c(-c2ccccc2)noc1C (stereo not drawn) | 0 | -19 | -1 | 0.7 | -1 | -1 | -2 | i | 6
O=C(COC(=O)CCc1ccccc1)NC(c1ccccc1)c1ccccc1 | 0 | -5 | -2 | -1.1 | -4 | -7 | -1 | i | 2
O=C(COC(=O)c1ccccc1O)Nc1ccc2ccccc2c1 | 0 | 3 | -2 | 0.1 | 0 | -4 | -8 | / | -7
O=C(NCc1ccc(Cl)cc1)C(=O)NCC1OCCN1C(=O)c1ccc(Cl)cc1 (stereo not drawn) | -1 | -3 | 2 | 0.8 | -5 | -4 | 1 | i | -9
